High-throughput results (PubChem)
ROC1-CUL1 inh – inhibitors of human ROC1-CUL1 ubiquitin ligase activity. AID 1347404. P62877+Q13616. 140,000 compounds, 0.6% hits. in vitro K48 di-Ub FRET, acceptor:donor ratio, 45 min. inhibition, % at 10 µM; in the data active = inhibition above about 25%
Target sequence (P62877 whole entry, looked up): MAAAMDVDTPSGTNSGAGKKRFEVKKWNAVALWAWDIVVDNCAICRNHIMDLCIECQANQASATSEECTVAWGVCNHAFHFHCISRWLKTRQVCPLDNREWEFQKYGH
Target sequence (Q13616 whole entry, looked up): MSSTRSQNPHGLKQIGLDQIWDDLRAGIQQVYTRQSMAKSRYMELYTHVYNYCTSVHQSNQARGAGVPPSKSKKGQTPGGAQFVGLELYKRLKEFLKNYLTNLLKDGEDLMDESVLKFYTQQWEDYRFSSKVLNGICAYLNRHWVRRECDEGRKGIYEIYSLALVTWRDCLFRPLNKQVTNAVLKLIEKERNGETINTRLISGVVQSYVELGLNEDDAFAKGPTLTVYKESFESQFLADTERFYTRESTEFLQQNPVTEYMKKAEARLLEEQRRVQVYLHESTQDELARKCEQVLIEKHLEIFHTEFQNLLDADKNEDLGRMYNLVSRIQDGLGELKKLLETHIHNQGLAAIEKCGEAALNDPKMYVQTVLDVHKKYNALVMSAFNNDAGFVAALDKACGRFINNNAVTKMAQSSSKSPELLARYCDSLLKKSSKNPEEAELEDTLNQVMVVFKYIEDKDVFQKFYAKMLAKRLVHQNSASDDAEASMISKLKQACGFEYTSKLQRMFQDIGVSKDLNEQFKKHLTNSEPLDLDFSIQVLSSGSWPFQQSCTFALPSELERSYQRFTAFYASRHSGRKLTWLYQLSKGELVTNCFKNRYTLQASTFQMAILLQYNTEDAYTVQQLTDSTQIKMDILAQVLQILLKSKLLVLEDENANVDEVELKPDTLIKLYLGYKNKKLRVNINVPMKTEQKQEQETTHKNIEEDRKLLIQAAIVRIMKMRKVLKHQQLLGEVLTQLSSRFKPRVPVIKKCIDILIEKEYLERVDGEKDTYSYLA
Starred values were filed as active, the others as inactive. Some of the compounds tested. The share of hits here may be higher or lower than overall.

SMILES | ROC1-CUL1 inh
CCc1c(C#N)c(SCC(=O)c2cc(C)n(-c3ccccc3F)c2C)nc2c1C(=O)CC(C)(C)C2 | -0.9
Cc1nn(C)c2[nH]c(=O)cc(C(F)(F)F)c12 | 10.8
CCOCCCNC(=O)N1CCN(S(=O)(=O)c2ccc3c(ccn3C)c2)CC1 | 3.6
Cc1cccc(CSc2nc3c(c(C(F)(F)F)c2C#N)CCCCC3)c1 | -0.9
CSc1cccc(NC(=O)Cn2nc(C)c3sc4ccccc4c3c2=O)c1 | 9.4
CC1=NN(c2ccc(C)c(C)c2)C(=O)C1C=Nc1ccc2[nH]c(=O)[nH]c2c1 (stereo unspecified) | -0.5
CN1CCN(Cc2c(O)ccc3c(=O)c(-c4cccc5ccccc45)c(C(F)(F)F)oc23)CC1 | 5.5
O=C(O)c1c(CNCc2cccc(F)c2)c2ccccc2n1Cc1ccccc1 | 2.8
CN1CCC(C2(O)CCCSc3ccc(Cl)cc32)CC1 (stereo unspecified) | 5.1
O=S(=O)(NC1CCCC1)c1ccccc1 | -1.3
CN(C)c1ccc(NC(=O)C2(c3cccs3)CCOCC2)cc1 | -4.1
COC(=O)[C@@H]1C[C@H](C(=O)NCC(C)C)[C@H](c2cccc(Cl)c2)N1C | -7.4
O=C(O)c1ccccc1N1C(=O)c2ccc3c4c(ccc(c24)C1=O)C(=O)N(c1ccccc1C(=O)O)C3=O | -7.8
O=C(Cc1cccs1)Nc1ccc(-c2nc3ccccc3c(=O)[nH]2)cc1 | -1.4
O=C(NCCS(=O)(=O)N1CCN(c2ccccc2F)CC1)c1cc(=O)c2ccccc2o1 | -0.7
O=C(Nc1ccc(F)cc1Cl)c1cc2ccccc2o1 | 8.0
Cc1[nH]nc2c1C(c1cc(Cl)ccc1OCc1cccc(F)c1)C(C#N)C(=N)O2 (stereo unspecified) | 1.5
COCCN1CCCC2(CCN(Cc3ccc(C)o3)C2)C1 (stereo unspecified) | 2.5
CCc1cccc(C)c1NC(=O)CSc1nc2ccccc2[nH]1 | 14.9
CC(C)(C)OC(=O)NC1c2ccccc2CSc2ccccc21 (stereo unspecified) | 9.7
CC1=Nc2nc3ccccc3n2C(c2ccccc2[N+](=O)[O-])C1C(=O)OCC1CCCO1 (stereo unspecified) | 2.3
CC(=O)c1ccc(NC(=O)c2nsc(Cl)n2)cc1 | 6.5
OC1CCN(c2ccc(-c3nc(-c4cccc(Cl)c4)no3)cn2)CC1 | 10.4
COc1ccc(C(=O)N2CCC(c3nc(-c4ccc(S(=O)(=O)N5CCCC5)cc4)no3)CC2)cc1 | 3.9
O=C(NCCN1CCCC(O)C1)c1cc(COc2ccc(F)cc2Cl)on1 (stereo unspecified) | 9.4
The listing continues:
SMILES | ROC1-CUL1 inh
CC1=NN(c2cccc3ccccc23)C(=O)C1C=Nc1ccc(C(=O)O)c(O)c1 (stereo unspecified) | 7.3
COc1ccc(N2CCN(C(=O)CN3CCSc4ccccc43)CC2)cc1 | 0.8
O=C(Nc1ccc2nc3n(c(=O)c2c1)CCCCC3)c1cccc(C(F)(F)F)c1 | 0.2
O=C(CSc1nc2nccnc2c(=O)n1CCc1c[nH]c2ccccc12)Nc1ccccc1 | 1.5
COc1ccc(OC2CCN(C(C)=O)CC2)c(C(=O)N2CCCCC2c2cccnc2)c1 (stereo unspecified) | -15.8
CCOc1ccc(C2C(C(=O)c3ccccc3)C(=O)C(=O)N2CCN2CCOCC2)cc1 (stereo unspecified) | 1.4
CC(C)N(CCO)C(=O)c1coc(CN2CCN(C/C=C/c3ccccc3)CC2)n1 | -3.6
CC(=O)c1ccc(N2CCN(c3ccc4cc(S(=O)(=O)N5CCCCC5)ccc4n3)CC2)cc1 | 5.6
Cc1ccc2[nH]c3c(c2c1)CCCC3(C)C#N (stereo unspecified) | -4.6
CC(=O)N1C(=O)C2CCCN2C(=O)/C1=C/c1ccccc1 (stereo unspecified) | 1.8
CCn1cc2nc(SCc3cccc(C)c3)n(CCc3ccccc3)c(=O)c2n1 | -0.3
CCc1ccccc1N(C)C(=O)N=C1CN(CC(C)C)C(=O)c2ccccc21 | -9.8
CN1C(=O)CC(C(=O)O)SC1=Nc1ccc(F)cc1 (stereo unspecified) | -2.8
CC(=O)N1CCN(CC(=O)Nc2cc(Cl)ccc2C)CC1 | -1.4
CCOc1ccc(N=C(N)N=C2N=C(CSc3ccc(Cl)cc3)CC(=O)N2)cc1 | -5.2
COc1ccc(NC(=O)c2sc3ccccc3c2Cl)cc1OC | 6.0
O=C1CC(N2CCc3ccccc3C2)C(=O)N1c1cccc(Cl)c1Cl (stereo unspecified) | 11.8
Cc1noc(C)c1S(=O)(=O)N(CC(=O)NCc1ccccc1Cl)c1ccc(C(C)C)cc1 | -4.1
COCCOc1ccccc1C(=O)Nc1ccc(F)cc1 | -0.3
Fc1ccc(-c2noc3ncnc(NCCCN4CCN(c5ccccc5)CC4)c23)cc1 | 4.4
COc1cc(NC(=O)CN2C(=O)C(c3ccc(C)cc3)=NC23CCCCC3)cc(OC)c1 | -5.3
CC(C)CC(=O)Nc1ccc(S(=O)(=O)Nc2cc3c(cc2N2CCOCC2)n(C)c(=O)c(=O)n3C)cc1 | 3.6
CC(C)CC(=O)NCC(c1ccc2c(c1)OCO2)N1CCN(c2ccccc2)CC1 (stereo unspecified) | 2.8
Cc1cccc(NC(=O)c2cc(CN3CCOCC3)on2)c1C | 6.9
CC1CCN(Cc2nnnn2CC(=O)N(CC2CCC(=O)N2)C(C)C)CC1 (stereo unspecified) | -1.3

Five entries out of the list, ordered by length of the SMILES, smallest number first.
SMILES | ROC1-CUL1 inh
COCCOc1ccccc1C(=O)Nc1ccc(F)cc1 | -0.3
Cc1ccc2[nH]c3c(c2c1)CCCC3(C)C#N (stereo unspecified) | -4.6
CC(=O)N1CCN(CC(=O)Nc2cc(Cl)ccc2C)CC1 | -1.4
CCOc1ccc(N=C(N)N=C2N=C(CSc3ccc(Cl)cc3)CC(=O)N2)cc1 | -5.2
COc1ccc(OC2CCN(C(C)=O)CC2)c(C(=O)N2CCCCC2c2cccnc2)c1 (stereo unspecified) | -15.8

(listing goes on)
SMILES | ROC1-CUL1 inh
Cc1ccc2c(c1)N(S(=O)(=O)c1cc(-c3onc(C)c3C)ccc1C)CCO2 | -1.0
CC(=O)Nc1cc(NC(=O)c2cccc(C(=O)Nc3ccc(C(=O)O)c(NC(C)=O)c3)c2)ccc1C(=O)O | 6.2
Nc1nc[n+](Cc2ccccc2)c2nc(SCCO)[nH]c12 | 2.4
CC(C)(C)c1ccccc1OCC(O)CN1CCN(Cc2ccc3c(c2)OCO3)CC1 (stereo unspecified) | 5.6
C=CCNS(=O)(=O)c1ccc(NC(=O)c2cccnc2)cc1 | 2.1
COc1ccc(-c2cc(-c3ccccc3)nc3sc4c5ccccc5c(N)nc4c23)cc1 | 1.1
C=CCOc1c(Br)cc(CNC(C)(C)C)cc1OCC | 66.2*
Cc1cccc(C(=O)O/N=C2/CC3CCC2(C)C3(C)C)c1 (stereo unspecified) | 0.0
O=c1[nH]c(=O)c2sc3nc4c(cc3c2[nH]1)CCCCC4 | -0.5
c1cc2c(cc1-c1nn3c(C4CCCCC4)nnc3s1)OCCO2 | -7.7
Cc1cc(=O)n(CC(=O)N2CCOCC2)c2c(C)cccc12 | -2.4
COC(=O)c1c(-c2ccccc2)csc1NC(=O)Cc1ccccc1 | -5.4
Cc1ccccc1CSc1nc2cccnc2n1Cc1ccc(C(=O)NCCc2cccs2)cc1 | 1.1
CC(C)(Oc1ccc2sc3ccccc3c2c1)C(=O)O | -1.7
CN(C)C(=O)c1ccccc1Sc1ccc(Cl)cc1Cl | 0.3
COc1cccc(-c2ccc(NC(=O)C3CCCN(C(=O)c4ccncc4)C3)cc2)c1 (stereo unspecified) | -3.2
CCCCOc1cccc(C(=O)N(Cc2sccc2C)C2CCS(=O)(=O)C2)c1 (stereo unspecified) | -4.8
CC(Oc1ccc(F)cc1)C(=O)NC1CC1 (stereo unspecified) | 6.6
COc1ccc(N2CCN(C(=O)CCn3c(=O)[nH]c4cc(OC)c(OC)cc4c3=O)CC2)cc1 | -1.5
CCN1c2ccccc2-c2nc(SCC(=O)NCc3ccc(Cl)cc3)ncc2S1(=O)=O | -4.5
CCCn1c(C)c(CC(=O)NCc2ncn[nH]2)c2c1CC(C)(C)CC2=O | -2.6
C#CC(C)(C)NS(=O)(=O)c1cc(-c2nnc(Nc3ccc(C)cc3)c3ccccc23)ccc1C | 3.1
COc1ccc(Cn2c(C(=O)O)c(CNCc3ccco3)c3ccc(C)cc32)cc1 | -5.6
CCSc1nc2ccc(NC(=O)c3sc4nc(-c5cccc(OC)c5)ccc4c3N)cc2s1 | -9.5
Cn1c(CN2CCCCC2)nc2cc(NC(=O)c3ccc(Cl)cc3)ccc21 | -2.0
Next section
SMILES | ROC1-CUL1 inh
CC(=O)Nc1ccc(NC(=O)C(C)Oc2ccc(C)cc2)cc1 (stereo unspecified) | 9.9
COc1ccc(Cl)cc1NC(=O)N1CCC(CN2CCc3ccccc3C2)CC1 | -6.5
Cc1ccc(N2CCN(C(=O)c3nn(C)c4c3CS(=O)(=O)c3ccccc3-4)CC2)c(C)c1 | -3.6
Cc1cc(NC(=O)Nc2cccc(Cl)c2)n(-c2ccc(OC(F)(F)Cl)cc2)n1 | 2.1
CCCCOC(=O)c1c(C)oc2ccc(NS(=O)(=O)c3ccc(F)cc3C)cc12 | 6.3
Cc1ccc(NC(=O)Cn2cnc3sc(C)c(S(=O)(=O)N4CCN(c5ncccn5)CC4)c3c2=O)cc1F | 7.6
COc1ccccc1-n1c(SCCc2ccccc2)nc2sc3c(c2c1=O)CCC3 | -6.3
Cc1ccc(CCNC(=O)CN(c2ccc(C)cc2)S(=O)(=O)N(C)C)cc1 | -7.0
Cc1cc(C(F)(F)F)nn1CCC(=O)NNC(=O)CCn1cc([N+](=O)[O-])cn1 | -1.2
CCOC(=O)c1ccc(Nc2nc(C)cc(C)n2)cc1 | -9.8
CC(=O)c1ccc(N2CCN(c3nc4c(S(=O)(=O)c5ccccc5)nnn4c4ccc(Cl)cc34)CC2)cc1 | -9.2
CCC(=O)Nc1sc2c(c1C(=O)Nc1cccc(C)c1)CCCC2 | -2.1
CC(OC(=O)Cc1ccc(Cl)cc1)C(=O)c1cccc(Cl)c1 (stereo unspecified) | 2.2
Cc1cc(C(=O)Nc2ccccc2)oc1C | -0.2
COc1ccc(-c2nnc(SCC(=O)N3CCN(C)CC3)nc2-c2ccc(OC)cc2)cc1 | 2.4
CC(C)(C)N1NC2(CCCCC2)NC1=S | 3.7
O=C(NCCc1ccccc1)c1ccc2nc3ccccc3c(=O)n2c1 | 22.7
Cc1cccc(COc2ccc(-c3cc(C(F)(F)F)n4nc(C)cc4n3)cc2)c1 | -12.9
COc1ccc(C2C3=C(CCCC3=O)OC3=C2C(=O)CCC3)cc1S(=O)(=O)N1CCCC1 | 5.1
O=C(Nc1ccc(C(F)(F)F)cc1)c1cccc(C(F)(F)F)c1 | 4.1
Cc1cccc(NC(=O)CSc2cn(CC(=O)N3CCC(C)CC3)c3ccccc23)c1C | -0.6
CCCc1[nH]nc2c1C(c1ccc(Cl)cc1Cl)C(C#N)C(=N)O2 (stereo unspecified) | -2.0
N=C(N)C1C(=O)OC(Cc2ccncc2)C1=O (stereo unspecified) | -3.3
Clc1ccc(CSc2nc3ccccc3[nH]2)c(Cl)c1 | 11.2
O=C1c2ccccc2C(=O)C1C1c2ccccc2CCc2ccccc21 | 2.2

Part of the list above, with values ahead of the structure:
ROC1-CUL1 inh	compound
-9.8	CCOC(=O)c1ccc(Nc2nc(C)cc(C)n2)cc1
-9.2	CC(=O)c1ccc(N2CCN(c3nc4c(S(=O)(=O)c5ccccc5)nnn4c4ccc(Cl)cc34)CC2)cc1
-2.1	CCC(=O)Nc1sc2c(c1C(=O)Nc1cccc(C)c1)CCCC2
2.2	CC(OC(=O)Cc1ccc(Cl)cc1)C(=O)c1cccc(Cl)c1 (stereo unspecified)
-0.2	Cc1cc(C(=O)Nc2ccccc2)oc1C

The listing continues:
SMILES | ROC1-CUL1 inh
O=S(c1ccccc1)c1ccccc1 | 0.0
Cc1sc2ncnc(Sc3ccccc3)c2c1-c1ccccc1 | -2.0
CC(C)Oc1ccccc1-c1cc(C(=O)N2N=C(C(F)F)CC2(O)C(F)F)c2ccccc2n1 (stereo unspecified) | 6.9
CN(C)CCNC(=O)Cn1ccc2cc(S(=O)(=O)N3CCCCCC3)ccc21 | -2.4
O=C1/C(=C/c2cccc3ccccc23)CSc2ccccc21 | 2.1
O=C1CCC(C(=O)N2CCC(C(=O)N3CCOCC3)CC2)CN1CCCc1ccccc1 (stereo unspecified) | -12.4
COc1ccc(NC(=O)C(=O)NCc2ccco2)cc1 | 4.4
CCOC(=O)c1ccc(-n2c(CCC(=O)O)ccc2-c2ccc(F)cc2)cc1O | -2.8
Cc1ccccc1NC(=O)c1ccc([N+](=O)[O-])cc1Cl | 2.3
COc1ccc(C2C(C(=O)Nc3ccccc3)=C(C)N=c3s/c(=C/c4ccc(-c5ccc(C(=O)O)c(Cl)c5)o4)c(=O)n32)cc1 (stereo unspecified) | -11.6
CCCc1nnc(NC(=O)c2cc(=O)c3cc(C)c(C)cc3o2)s1 | 3.7
CC1CCN(S(=O)(=O)c2nnc(NC(=O)c3cccc(Br)c3)s2)CC1 | 3.4
CCOC(=O)c1cc2c([nH]c1=O)CC(C)(C)CC2=O | 14.5
CNC(=O)C1CCN(Cc2ccccc2C)CC1 | -0.9
CCCCc1ccc(NC(=S)N2CCC(C(N)=O)CC2)cc1 | 11.8
CC1CC(C)(C)NC(C)c2ccccc21 (stereo unspecified) | -8.5
COc1ccc(C2Nc3cccc4cccc(c34)N2)c(OC)c1OC | -14.4
CCCCCCCCN1C(=O)C(C=Nc2ccc3c(c2)Cc2ccccc2C3(C)C)C(=O)N(CCCC)C1=O (stereo unspecified) | 4.7
COc1ccc(C2CC(C3C(=O)C=C(C)OC3=O)=Nc3ccccc3N2)cc1O (stereo unspecified) | 2.0
N#CC(C#N)=NC1=C(N2CCCCC2)CCC1 | -3.7
COCCn1cc(C(=O)NC2CCCCCCC2)c(=O)c(C(=O)N2C[C@@H](C)O[C@@H](C)C2)c1 | 11.1
COc1cc(N)ccc1OCCCOc1ccc(N)cc1OC | -2.7
